# thrombin 1536 = human alpha-thrombin inhibitors, primary screen, counter-screen for coagulation protease inhibitor project, biochemical, 1536-well, fluorogenic AMC substrate; Prothrombin (Homo sapiens), P00734; AID 1046, 2008; actives 0.26% (n = 220,000); inhibition, % at 5 µM; Boc-VPR-AMC fluorogenic substrate cleavage;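 active = inhibition at or above 40%; inactive = inhibition below 40%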;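 note: 0% = enzyme with no compound and 100% = wells without enzyme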
#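 Material: human alpha-thrombin protein. Incubation: reaction at ambient temperature. Technique: fluorescence of released AMC, ex 355 nm, em 460 nm. Control set: no-compound enzyme wells and no-enzyme blanks. Also added: Boc-VPR-AMC substrate, 15 µM final. Buffer or medium: pH 7.5 Tris (50 mM) with NaCl 150 mM, Tween 20 0.05%.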
# NCF1 inh = p47phox/p22phox peptide binding inhibitors, primary screen, biochemical, uHTS, NADPH oxidase regulatory subunit. Neutrophil cytosol factor 1 (Homo sapiens), P14598. fluorescence polarization, 2 h. inhibition, % at 24.7 µM. actives 0.53% (n = 220,000);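 note: 0% = p47phox with labelled peptide and 100% = labelled peptide alone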
# Target sequence (P14598 whole entry, looked up): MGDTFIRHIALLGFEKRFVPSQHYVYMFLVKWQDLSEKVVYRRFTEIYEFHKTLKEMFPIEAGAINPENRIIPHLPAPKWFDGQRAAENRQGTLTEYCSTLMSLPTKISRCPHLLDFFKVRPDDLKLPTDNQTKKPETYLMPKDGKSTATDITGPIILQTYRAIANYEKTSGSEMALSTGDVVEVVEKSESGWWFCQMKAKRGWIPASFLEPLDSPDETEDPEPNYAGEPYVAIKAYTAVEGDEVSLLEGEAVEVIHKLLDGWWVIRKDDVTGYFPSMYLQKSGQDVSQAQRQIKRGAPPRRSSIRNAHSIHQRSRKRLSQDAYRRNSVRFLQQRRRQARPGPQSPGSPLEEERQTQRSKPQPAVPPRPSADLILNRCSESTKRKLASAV
# 14-3-3 Bad inh = inhibitors of 14-3-3 zeta/Bad binding, primary screen, biochemical, TR-FRET, bovine 14-3-3 zeta. TR-FRET 14-3-3zeta/Dy647-pBad peptide displacement, 1 h. actives 0.71% (n = 220,000). AID 781, 2007. inhibition, % at 21.7 µM. 14-3-3 protein zeta/delta (Bos taurus), P63103;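 active = inhibition above about 70%, limit read from the data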;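 note: 0% = full 14-3-3 plus peptide FRET controls and 100% = background without 14-3-3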
# Target sequence (P63103 whole entry, looked up): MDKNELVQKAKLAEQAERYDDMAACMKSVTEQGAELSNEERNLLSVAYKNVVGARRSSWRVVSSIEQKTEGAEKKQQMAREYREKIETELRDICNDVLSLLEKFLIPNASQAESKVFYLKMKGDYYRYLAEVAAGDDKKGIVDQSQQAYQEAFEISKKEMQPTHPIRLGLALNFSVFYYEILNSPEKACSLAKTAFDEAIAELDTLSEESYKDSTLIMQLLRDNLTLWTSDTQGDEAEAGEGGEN
# eIF4E 4G PPI = eIF4E–eIF4G protein interaction inhibitors, primary screen, biochemical, uHTS, TR-FRET, eIF4GI fragment; actives 0.37% (n = 220,000); AID 782, 2007; TR-FRET eIF4E-eIF4GI(517-606) binding, 2 h; Eukaryotic translation initiation factor 4E (Mus musculus) + Eukaryotic translation …; inhibition, % at 21.7 µM;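 note: 0% = full FRET control wells and 100% = background wells lacking eIF4GI fragment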
# Furin inh = human furin inhibitors, primary screen, biochemical, fluorescence intensity; inhibition, % at 30 µM; actives 0.061% (n = 220,000); purified furin, fluorogenic substrate cleavage; in the data active = inhibition above about 25%; note: inactives centre near -15
# KCC2 mod = KCC2 cotransporter modulators, thallium flux, primary screen, cell-based, HEK293 KCC2, FluoZin-2 fluorescence, MLSMR. AID 1456, 2008. actives 2.2% (n = 190,000). B-score of Tl+ flux slope (higher = more flux/activation; lower = inhibition) at 10 µM. KCC2 cells, thallium flux FluoZin-2 fluorescence;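 active = thallium flux slope and its plate-corrected score both differing from the plate sample mean at a set confidence after two filtering rounds, in either direction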;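 note: slope of fluorescence scaled to starting intensity during 10 to 20 s after thallium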
# Rad51 HR inh = human RAD51 strand exchange inhibitors, primary screen, biochemical, fluorescence; DNA repair protein RAD51 homolog 1 (Homo sapiens), Q06609; AID 1385, 2008; hRad51 DNA strand exchange, fluorescence dequenching; actives 0.085% (n = 200,000); inhibition, % at 10 µM;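 active = inhibition above 40% at the single screening dose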;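 note: 0% = DMSO control wells and 100% = blanks with heterologous ssDNA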
#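 Read-out basis: percent inhibition relative to plate controls and blanks / Assay system: human Rad51 nucleoprotein filaments preassembled on unlabelled ssDNA / Timing: filaments 15 min 37 °C, then compound 30 min / Control set: per-plate controls and blanks / Technique: fluorescence dequenching at 485/520 nm / Compound: 10 µM final, single point / Also added: Fluorescein- and BHQ1-tagged 47-mer duplex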
# KLK5 inh = human KLK5 protease inhibitors, primary screen, biochemical, 1536-well | Kallikrein-5 (Homo sapiens), Q9Y337 | recombinant hK5, fluorogenic AMC substrate cleavage | inhibition, % at 5 µM | actives 0.59% (n = 210,000);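 active = inhibition of 40% or more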;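 note: 0% = enzyme controls without compound and 100% = no-enzyme blanks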
# Target sequence (Q9Y337 67-293 limits assumed): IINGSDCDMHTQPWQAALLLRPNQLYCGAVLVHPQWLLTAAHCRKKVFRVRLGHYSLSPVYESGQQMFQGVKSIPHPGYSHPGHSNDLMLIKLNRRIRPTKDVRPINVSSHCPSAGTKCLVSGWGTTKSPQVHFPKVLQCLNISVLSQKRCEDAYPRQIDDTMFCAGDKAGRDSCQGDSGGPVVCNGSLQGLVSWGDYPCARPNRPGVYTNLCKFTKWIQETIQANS
# EBV gp42 block = Epstein-Barr virus gp42 inhibitors, primary screen, biochemical, uHTS, fluorescence polarization; Fluorescence polarization binding assay, mP read-out; inhibition, % (tested at 21.74 µM); actives 0.42% (n = 220,000); Glycoprotein 42 (Epstein-Barr virus (strain AG876)), Q1HVG2; AID 1085, 2008; in the data active = inhibition above about 50%
# * hit, by the source's call; · = not tested or not shown; [ ] = remark or other dose.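 Rule for the calls, unless noted: active = inhibition above about 30% (limit read from the data); inactive = the rest.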
molecule	thrombin 1536	Furin inh	EBV gp42 block	Rad51 HR inh	KLK5 inh	KCC2 mod	NCF1 inh	14-3-3 Bad inh	eIF4E 4G PPI
CCOc1ccc(C2CC(c3cccc(OC)c3)Nc3nc(N)nn32)cc1 (stereo unspecified)	-4	-11	1	-7	1	-0.1	-8	9[fluorescence artefact?]	1
Cc1ccc(OCCCNCCO)c(Br)c1	-3	-18[20 µM]	14	-5	-13	0.32	-2	-1	5
O=c1c(C(c2ccc(Br)cc2)c2c(O)nc3n(c2=O)CCCS3)c(O)nc2n1CCCS2	0	-12	-12	13	-4	-0.079	-13	0	3
O=C(Nc1c(C(=O)c2ccccc2)oc2ccccc12)c1cc(-c2ccccc2O)n[nH]1	2	-30	-3	·	2	-0.095	-5	-16	-2[fluorescence artefact?]
O=C(Cc1ccccc1)N1CCc2ccccc21	-4	-12[20 µM]	-8	·	-10	·	2	-2	-11
CC(C)=CC(=O)Nc1nnc(-c2ccccc2)s1	-2	-21[20 µM]	-13	3	8	·	6	-1	0
O=C(CCSc1ccc(Cl)cc1)NCc1ccccn1	-5	-18	-6	-3	4	-0.75	-4	-2	0
COC(=O)c1cn(C(=O)c2cccc(C)c2)c2ccccc12	-3	-27	-3	7	1	0.37	-4	-2	2
Cc1ccc(C(=O)Nc2ccon2)cc1S(=O)(=O)N1CCOCC1	-10	-12[20 µM]	-20	5	-36	0.72	-11	11[fluorescence artefact?]	-7
CCN(CC)c1ccc2cc(C#N)c(=O)oc2c1	-12	-11	29	-40	2	·	-18	6	-3
COc1cccc(C(=O)NCc2ccccc2OC)c1	-9	-18	-16	-4	0	0.86	1	0[fluorescence artefact?]	-2[fluorescence artefact?]
Cc1cccn2c(=O)c(/C=N/O)c(N3CCOCC3)nc12	-1	-30	-23	19	-1	-0.27	2	-11	3
CC1CC(C)CN(C(=O)CSc2nc(N)cc(=O)[nH]2)C1 (stereo unspecified)	-12	-13	1	2	-3	0.14	0	-19	-1
CC1(C)OC(C(N)=O)C(C(N)=O)O1 (stereo unspecified)	1	-17	-11	4	5	0.92	-8	-1	3
C/C(=N\NC(=S)NC(C)C)c1cccc([N+](=O)[O-])c1	-5	-4	5	·	-8	2.1	-11	3	0[fluorescence artefact?]
COc1ccc(Cl)cc1S(=O)(=O)NC1CC(C)(C)NC(C)(C)C1	-1	-24	-17	-11	-16	-1.7	-3	4	-1
CCCc1[nH]n(-c2ccc([N+](=O)[O-])cc2)c(=O)c1C(C)=NCc1ccncc1	-4	-11	10	14	2	-0.017	-4	-8	-2
FC(F)Oc1ccc(NC(=S)NCCc2ccccn2)cc1	-1	-12	-20	8	-13	-0.84	-12	5	-1
COC(=O)c1ccccc1NC(=O)Nc1nnc(N2CCCCC2C)s1 (stereo unspecified)	-3	-10	-3	·	-11	-0.37	-1	0	2
COc1ccc(-n2c(SCC(=O)Nc3cc(C(=O)O)ccc3C)nc3ccccc3c2=O)cc1Cl	2	-8	-7	13	-2	-1.3	-12	2	-4
CC1C(c2ccccc2)=[N+]([O-])C2(CCCC2)N1O (stereo unspecified)	-4	-27	-8	-3	1	-0.41	-9	-5[fluorescence artefact?]	5[fluorescence artefact?]
O=C(Nc1cccnc1)Nc1ccc(Br)cc1Cl	-9	-20[20 µM]	2	3	1	-0.68	-16	0	5
CSc1ccc(CN(C)CC(=O)NCc2ccc(F)cc2)cc1	-5	-25	-8	8	-3	0.032	-2	-7	6
CCOC(=O)c1cc(-c2ccccc2)n(CC(=O)N2CCCC2)c1C	-1	-8	-23	·	2	0.095	-12	8[fluorescence artefact?]	1[fluorescence artefact?]
COc1cccc(C2CCCCN2Cc2nc(-c3ccc(C)o3)oc2C)c1 (stereo unspecified)	-6	-25	-6	-10	-8	0.92	3	-5	-2
COCc1cc(C)nc2sc3c(=O)n(-c4cccc5ccccc45)nnc3c12	-3	-10	-17	5	3	·	14	6	-5
Cc1ccccc1C(=O)c1c[nH]c(C(=O)N2CCN(c3ccccc3F)CC2)c1	-10	-20	1	-5	-6	-1.1	-1	1	-2
NC(=S)N/N=C1\CCSc2ccc(Cl)cc21	2	0	-23	13	4	-0.035	-3	0	-1
CS(=O)(=O)c1cnc2c(-c3ccsc3)cnn2c1N	-2	-6	3	-9	-5	-0.18	-11	-4	1
CC(C)Cn1nc(NC(=O)C(C)(C)C)c2cc3ccccc3nc21	-3	-22	6	-8	-27	-1.6	-21	53	-5[fluorescence artefact?]
COc1ccc(CN(C(=O)c2snc(C(N)=O)c2N)C(C(=O)NC(C)(C)C)c2ccco2)cc1 (stereo unspecified)	-3	-25	-1	-5	11	-0.57	2	0	1
CCCc1cc(=O)[nH]c(SCC(=O)Nc2ccc(Br)cc2Br)n1	-4	-26	-22	-3	-4	-0.37	-7	-14	6
CC(C)(C)C(=O)NC(Nc1cccc2cccnc12)C(Cl)(Cl)Cl (stereo unspecified)	-1	-6[20 µM]	-16	·	1	·	0	-1	-6[fluorescence artefact?]
C=CCn1c(-c2cccn(Cc3cccc(Cl)c3)c2=O)n[nH]c1=S	1	-13	4	6	-21	-0.22	-2	7	1
COC(=O)C(NC(=O)c1ccc(F)cc1)(Nc1ncc(S(=O)(=O)c2ccc([N+](=O)[O-])cc2)s1)C(F)(F)F (stereo unspecified)	3	-22[20 µM]	-2	0	-4	·	-6	-11	-1
COc1ccc(N2CCN(C(=S)Nc3cc(C)cc(C)c3)CC2)cc1	0	-11[20 µM]	-1	1	-30	0.26	-22	-3	3
O=C(O)c1ncc(-c2ccccc2)cn1	1	-24	-8	-5	1	2	-13	18	2[fluorescence artefact?]
CC1CCc2cc(F)cc3c(O)c(C(=O)NCC4CCCO4)c(=O)n1c23 (stereo unspecified)	-3	-3[20 µM]	-12	-3	-9	·	8	-9	-2
Cn1c(SCC(=O)NC2CCCCCC2)nnc1-c1cccs1	2	-13	-15	·	-34	-0.49	-6	-4	-3
O=C1CSC(c2cccc([N+](=O)[O-])c2)N1c1ccccc1 (stereo unspecified)	2	-10	2	7	9	1.1	-4	25	5
CNC(=O)N(O)C1N(/N=C/c2cccnc2)C(=S)SC1(C)C (stereo unspecified)	-12	6	-10	-9	-3	0.67	-8	1	0
CC(=O)c1cc2cc(O)ccc2o1	-18	-102	-23	0	-26	0.56	3	4[fluorescence artefact?]	12[fluorescence artefact?]
O=C(CCC1CCCCC1)Nc1cccnc1	0	-1[20 µM]	-12	3	-17	-0.14	-14	-1	2[fluorescence artefact?]
O=S(=O)(NC1CCCCCC1)c1cccc2cccnc12	4	-20	3	-2	-4	-0.48	-5	3	5[fluorescence artefact?]
Cc1cc(C)n(CCC(=O)N/N=C/c2ccccc2O)n1	-4	-20	0	1	-13	0.062	-9	-3	6
O=Cc1c(N2CCN(c3cccc(Cl)c3)CC2)nc2ccccn2c1=O	-6	-7	2	4	-18	·	-5	-5	8
Clc1ccc(-n2cc(COCc3ccccc3)nn2)cc1	-5	-29	-9	2	46*	-0.86	0	-3	0
CC(=O)CSc1nc2ccccc2o1	1	-12[20 µM]	-16	-10	2	-0.24	-12	-2	2[fluorescence artefact?]
CC(C(=O)Nc1ccc(S(=O)(=O)N2CCCCC2)cc1)N1CCN(c2ccccn2)CC1 (stereo unspecified)	-6	-18	-1	2	-2	-0.42	-4	-3	-3
CSC(=NS(=O)(=O)c1ccc(C)cc1)SC	-9	9	-1	-6	1	·	-2	2	-4
COC(=O)c1c(NC(=O)Cn2nc(C(F)F)cc2C(F)F)sc(C)c1C	0	-11[20 µM]	-13	5	-12	-1.3	-6	8	30
Cc1cc(C(C)(C)C)cc(C)c1N	-3	-15	-21	-3	5	-0.33	5	40	3
CNC(=S)N/N=C/c1cn(CCOc2cccc(OC)c2)c2ccccc12	-1	-21	-6	11	-10	-2.1	2	-7	-2
CCOCCCNC(=O)C(c1ccc(OC)cc1)N(Cc1cccs1)C(=O)CNC(C)=O (stereo unspecified)	1	-29	-11	-4	4	·	6	-21	2
COc1ccc(-n2c(CNC(=O)c3ccc(S(=O)(=O)N4CCCC4)cc3)n[nH]c2=S)cc1	0	-6	-7	-3	-7	-1	-11	-24	-5
CCCCC1(O)CC(C(F)(F)F)=NN1C(=O)COc1ccccc1 (stereo unspecified)	7	-10[20 µM]	-6	-1	-7	0.022	-9	-5	4
CC(C)OC(=O)/C(=C\c1ccccc1)NC(=O)c1ccccc1	-4	-15	2	·	-6	0.085	6	-7	0
Cc1ccc(-c2nn(-c3ccccc3)cc2C(=O)Nc2ccc(C)c(S(=O)(=O)N3CCOCC3)c2)cc1	-5	-16	9	-2	11	-0.18	-11	4	3
Cc1c(C(=O)NC2CCCCC2)oc2c1C(=O)CC(C)(C)C2	-1	-25[20 µM]	0	-4	-9	-1	1	-5[fluorescence artefact?]	0[fluorescence artefact?]
CCc1ccc(N2CCN(C(=O)N3CCOCC3)CC2)cc1	-5	-20	-13	1	-4	0.18	-8	-3	3

# The list goes on:
molecule	thrombin 1536	Furin inh	EBV gp42 block	Rad51 HR inh	KLK5 inh	KCC2 mod	NCF1 inh	14-3-3 Bad inh	eIF4E 4G PPI
CN(C)c1ccc(NC(=O)CSc2n[nH]c(-c3ccco3)n2)cc1	5	-8	2	-9	-10	0.77	-5	5	9
C/C(Cn1nnc([N+](=O)[O-])n1)=N\NC(=O)c1ccc(Cl)c(Cl)c1	4	-22[20 µM]	-19	2	-48	-0.61	-10	12	3
O=C(Cc1c(C(=O)O)[nH]c2ccccc12)NCCN1CCN(c2cccc(Cl)c2)CC1	-3	-7	-17	6	-5	0.42	-9	13	3
CC(C)c1ccc(-c2nnn(CCC(=O)O)n2)cc1	0	-9	-11	-3	3	·	-4	-7	5
CCOc1ccc(S(=O)(=O)N(CC(=O)O)c2ccc(C)cc2)cc1	-4	-20[20 µM]	-14	-7	7	·	-6	1	-7

# Filtered by structure: those above containing bromine.
molecule	thrombin 1536	Furin inh	EBV gp42 block	Rad51 HR inh	KLK5 inh	KCC2 mod	NCF1 inh	14-3-3 Bad inh	eIF4E 4G PPI
Cc1ccc(OCCCNCCO)c(Br)c1	-3	-18[20 µM]	14	-5	-13	0.32	-2	-1	5
O=c1c(C(c2ccc(Br)cc2)c2c(O)nc3n(c2=O)CCCS3)c(O)nc2n1CCCS2	0	-12	-12	13	-4	-0.079	-13	0	3
O=C(Nc1cccnc1)Nc1ccc(Br)cc1Cl	-9	-20[20 µM]	2	3	1	-0.68	-16	0	5
CCCc1cc(=O)[nH]c(SCC(=O)Nc2ccc(Br)cc2Br)n1	-4	-26	-22	-3	-4	-0.37	-7	-14	6
